Compound activity deposited in PubChem by several laboratories.
NCOA1 inh: inhibits human SRC1 coactivator | inhibition, % at 3.6 µM | AID 588354 | HEK293 GAL4-SRC1 luciferase reporter, luminescence | 0.12% of 360,000 active;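 active means inhibition above the campaign mean plus 3 SD, with each screening campaign given its own cutoff, cut at about 60% in these data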;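 further: 0% = DMSO treated cells and 100% = gossypol at 36 µM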
NCOA3 inh: human NCOA3 inhibition; Q9Y6Q9; HEK293 GAL4-SRC3 luciferase reporter, luminescence; inhibition, % at 3.6 µM; AID 588352; 0.17% of 360,000 active;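 active means inhibition above a per-campaign cutoff, the mean of all compounds plus 3 SD, cut at about 60% in these data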;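 further: 0% = DMSO-treated cells and 100% = gossypol-treated cells at 36 µM; higher means less SRC3-driven luciferase light from the GAL4 reporter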
COUP-TFII inh: inhibitors of human COUP-TFII (NR2F2). P24468. HEK293T NGFI-A luciferase reporter, luminescence. inhibition, % at 8.6 µM. 0.7% of 370,000 active. AID 686940;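 active means inhibition above a per-plate cutoff, mean inhibition of test wells between control levels plus 3 SD, cut at about 38% in these data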;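 further: cells cotransfected with COUP-TFII expression vector driving the NGFI-A reporter; 0% = median of COUP-TF2 test wells and 100% = reporter-only cells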
Target sequence (P24468 whole entry, looked up): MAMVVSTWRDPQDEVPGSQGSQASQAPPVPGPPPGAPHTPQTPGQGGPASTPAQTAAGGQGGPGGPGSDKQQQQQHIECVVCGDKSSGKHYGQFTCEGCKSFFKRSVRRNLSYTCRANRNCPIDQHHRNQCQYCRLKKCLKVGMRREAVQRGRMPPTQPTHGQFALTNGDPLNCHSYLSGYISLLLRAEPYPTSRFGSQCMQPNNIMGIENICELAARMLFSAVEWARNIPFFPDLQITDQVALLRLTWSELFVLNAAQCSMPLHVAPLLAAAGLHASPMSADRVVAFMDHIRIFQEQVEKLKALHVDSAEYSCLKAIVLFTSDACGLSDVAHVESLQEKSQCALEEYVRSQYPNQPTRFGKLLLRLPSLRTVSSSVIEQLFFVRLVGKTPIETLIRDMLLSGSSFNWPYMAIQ
LMP1 NFkB inh: Epstein-Barr LMP1 NF-kappaB reporter inhibition | LMP1-induced NF-kappaB luciferase reporter cells, luminescence | inhibition, % at 12.5 µM | 0.69% of 350,000 active | AID 504558; in the data active means inhibition above about 41%;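 further: 0% = neutral control wells and 100% = reference inhibitor control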
TWEAK Fn14 block: inhibitors of TWEAK-Fn14 interaction signaling; TWEAK-stimulated Fn14 reporter cells, luciferase luminescence, 8 h; 2% of 360,000 active; inhibition, % at 10 µM; in the data active means inhibition above about 50%
TROY NFkB inh: inhibitors of TROY-dependent NF-kB signaling | Q293 LMP1-TROYcd NF-kB luciferase reporter, 4 h | inhibition, % at 10 µM | 0.98% of 360,000 active;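 active means compounds whose plate-normalised and pattern-corrected inhibition of the luciferase reporter signal at the single screening dose is 50% or more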
SRC2 inh: inhibits human steroid receptor coactivator 2 | Q15596 | HEK293 GAL4-SRC2 luciferase reporter, luminescence | inhibition, % at 9 µM | 0.17% of 370,000 active;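 active means inhibition above the mean inhibition of all tested compounds plus 3 SD, set per campaign, cut at about 52% in these data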;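 further: 0% = DMSO treated cells and 100% = cells given Gossypol at 36 µM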
NR5A2 inv ag: inverse agonists of human LRH-1 (NR5A2); O00482; HEK293T StAR-luciferase reporter, LRH-1 transfected, 24 h; inhibition, % at 3.6 µM; 0.13% of 360,000 active; AID 602396;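 active means inhibition above the mean inhibition of all tested compounds plus 3 SD, cut at about 73% in these data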;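 further: 0% = DMSO wells and 100% = reporter-only cells lacking LRH-1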
Target sequence (O00482 whole entry, looked up): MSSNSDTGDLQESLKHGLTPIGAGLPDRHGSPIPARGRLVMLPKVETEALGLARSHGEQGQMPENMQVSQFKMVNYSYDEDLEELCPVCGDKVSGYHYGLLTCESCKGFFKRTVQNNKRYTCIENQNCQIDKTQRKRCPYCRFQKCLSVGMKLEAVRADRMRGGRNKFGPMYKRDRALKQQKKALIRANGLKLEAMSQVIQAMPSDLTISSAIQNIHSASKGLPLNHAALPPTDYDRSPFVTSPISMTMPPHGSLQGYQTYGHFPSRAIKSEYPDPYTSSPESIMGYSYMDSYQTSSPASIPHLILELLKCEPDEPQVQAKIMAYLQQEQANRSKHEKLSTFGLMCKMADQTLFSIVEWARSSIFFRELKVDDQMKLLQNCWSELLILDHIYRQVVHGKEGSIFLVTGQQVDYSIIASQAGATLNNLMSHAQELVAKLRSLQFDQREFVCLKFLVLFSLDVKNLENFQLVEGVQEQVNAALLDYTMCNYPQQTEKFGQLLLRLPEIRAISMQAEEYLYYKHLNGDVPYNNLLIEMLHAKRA
C8 TRAIL sens: sensitizes caspase-8 expressing cells to TRAIL. 1% of 360,000 active. NB7+C8 cells + TRAIL, ATPlite viability luminescence. inhibition (viability loss, TRAIL sensitization), % at 10 µM;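 active means compounds causing at least 50% loss of cell viability in the single-dose screen, relative to plate controls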
NOD2 RIPK2 PPI: NOD2-RIPK2 protein interaction inhibition. CHO BLA complementation NOD2-RIPK2, CCF4 ratio. inhibition, % at 4.98 µM. 0.38% of 360,000 active; in the data active means inhibition above about 21%;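 further: 0% = vehicle only and 100% = reference blocker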
TLR9-MyD88 inh: blocks human TLR9 binding to MyD88; AID 504734; inhibition, % at 4.98 µM; CHO BLA complementation TLR9-MyD88, CCF4 FRET ratio; Q9NR96+Q99836; 0.21% of 340,000 active;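 active means inhibition above the mean over all tested compounds plus 3 SD, cut at about 21% in these data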;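 further: 0% = DMSO only wells and 100% = clavulanate BLA inhibitor control wells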
Active calls of the source: *; . = no result given.

SMILES | NCOA1 inh | NCOA3 inh | COUP-TFII inh | LMP1 NFkB inh | TWEAK Fn14 block | TROY NFkB inh | SRC2 inh | NR5A2 inv ag | C8 TRAIL sens | NOD2 RIPK2 PPI | TLR9-MyD88 inh
O=C(c1cc(S(=O)(=O)N2CCOCC2)ccc1F)N1CCCc2ccccc21 | 5 | 2 | 11 | 6 | 8 | 7 | -14 | -3 | 5 | 3 | 2
Cc1cc2c(cc1C)CSC(c1c(O)ccc3ccccc13)SC2 | -3 | 1 | 1 | 5 | 75* | 49 | 4 | 16 | -11 | -8 | 11
COc1ccc(CCN=C(N)NS(=O)(=O)c2ccc(F)cc2)cc1 | 10 | 14 | 20 | -13 | 15 | 0 | 5 | -15 | 4 | 1 | 11
O=c1[nH]c(CS(=O)(=O)c2ccccc2)nc2ccccc12 | 2 | -3 | 4 | 3 | 6 | 6 | -12 | -24 | -8 | -6 | 1
NC(c1csc(Nc2ccc(C(=O)c3ccccc3)cc2)n1)C1CCCCC1 (stereo not drawn) | 6 | -1 | 9 | . | 7 | 21 | -25 | 8 | 35 | -5 | .
Cc1cc(C)c2nc(C(F)(F)F)nc(NCCCN3CCCC3=O)c2c1 | 17 | -14 | 6 | -10 | 22 | 7 | -11 | 25 | 13 | -4 | -4
CC(=O)NC1C(=O)N=C(SCC(=O)NC(C)c2ccccc2)NC1=O (stereo not drawn) | 10 | 4 | -3 | 6 | -1 | -13 | -1 | -12 | -13 | -10 | 10
COc1ccc(CC(=O)NCC(=O)NC(Cc2ccccc2)C(=O)O)cc1 (stereo not drawn) | -6 | -18 | -15 | 3 | 12 | -21 | 4 | -7 | -13 | 5 | -8
Cc1cccc(NC(=O)c2ccc3ccccc3n2)n1 | -110 | -69 | -38 | -41 | -9 | -49 | -74 | -78 | 2 | 6 | 2
CCNc1nc2c(cnn2C)c(=O)[nH]1 | 8 | 22 | 7 | 0 | -10 | 2 | -12 | -2 | 4 | -21 | -9
Cc1sc2ncn(Cc3ccccc3F)c(=O)c2c1C | -8 | 0 | -6 | -7 | 12 | -11 | 2 | -2 | -3 | -5 | 0
COc1cccc2sc(NNC(=O)c3nc4ccccc4s3)nc12 | -38 | -2 | 0 | 10 | -18 | -34 | -11 | 9 | 32 | -6 | -5
CC1(C(=O)NS(=O)(=O)c2ccccc2)CCN1C(=O)CCc1ccc(Cl)cc1Cl (stereo not drawn) | 1 | 1 | -1 | . | 12 | -6 | 7 | -7 | -20 | -2 | .
Cc1cnc(=O)[nH]c1SCc1cccc([N+](=O)[O-])c1 | -18 | -21 | -7 | 4 | 7 | 29 | -14 | 8 | 2 | -10 | -4
Cc1ccc(NC(=O)CNC(=O)Cc2cccc3ccccc23)nc1 | -24 | -21 | 2 | 5 | 2 | 9 | -6 | 9 | -20 | 5 | 3
C/C(=N\Nc1ccccc1)c1cccc(N)c1 | -41 | -48 | -42 | -10 | -14 | -5 | -88 | -30 | -3 | -11 | -7
O=C(c1ccccc1)N1N=C(c2ccccc2)CC1(O)C(F)(F)F (stereo not drawn) | 10 | 3 | -24 | -9 | 5 | -1 | 13 | 31 | -8 | -2 | -3
COc1ccc(C(=O)N/C(=C\c2ccccc2)C(=O)Nc2ccc(C(=O)O)cc2)cc1 | 0 | -1 | 14 | -12 | 0 | 1 | -10 | 2 | -3 | 1 | 0
Cc1ccc(S(=O)(=O)Nc2ccc3c(c2)nc(CCN2CCCCC2)n3C)cc1 | -15 | 7 | -17 | 0 | 17 | -2 | 13 | 1 | -13 | -2 | -7
COc1ccc2c(c1)C=C(CN1CCN(C(C)C)C(CCO)C1)CO2 (stereo not drawn) | . | . | 17 | -2 | 4 | -5 | -13 | . | 9 | . | -9
CS(=O)(=O)NCCSCc1ccc(Cl)cc1 | -15 | 10 | 0 | -4 | -14 | 2 | -19 | 10 | -11 | -10 | -2
CN(C)C(=O)CN1C(=O)NC2(CCc3ccccc32)C1=O (stereo not drawn) | -11 | 2 | -11 | -6 | 14 | 13 | -5 | 6 | -14 | -3 | 12
CC(C)c1ccccc1OCCCCCN1CCOCC1 | -3 | 3 | 13 | . | 3 | -13 | 8 | -4 | -11 | -8 | .
N#Cc1ccsc1NC(=O)c1cccc(-n2cnnn2)c1 | 1 | -16 | 11 | -8 | 1 | -10 | 3 | -18 | 1 | -7 | 8
N#Cc1c(C(F)(F)F)cc(-c2ccc(F)cc2)[nH]c1=O | -6 | 0 | -5 | -2 | -8 | 12 | -38 | 7 | -8 | 3 | 1
O=C(Nc1nnc(SCC(=O)N2CCCc3ccccc32)s1)c1ccc2ccccc2c1 | -58 | -45 | -3 | 30 | 26 | -6 | 10 | -98 | 83* | 4 | 4
O=C(c1ccccc1-c1nc2ccccc2[nH]1)N1CCOCC1 | -8 | 4 | -9 | -4 | -13 | -9 | -43 | 6 | 2 | -4 | -6
CCOC(=O)N1CCN(c2ccc(S(=O)(=O)N3CCOCC3)cc2[N+](=O)[O-])CC1 | -5 | 15 | 13 | -5 | -13 | 3 | 9 | -12 | -30 | 1 | 10
CCNC(=S)N1CCN=C1Nc1nc(C)cc(C)n1 | -17 | 6 | 2 | 1 | 12 | 4 | -29 | 2 | 26 | 5 | .
O=S(=O)(Nc1ccccn1)c1cccs1 | -5 | 17 | 2 | 0 | 18 | 1 | -26 | 10 | 9 | -5 | 3
CC(Sc1nnnn1-c1ccccc1)C(=O)Nc1ccc(N2CCN(C)CC2)cc1 (stereo not drawn) | -10 | -7 | -6 | 2 | -6 | -12 | -6 | 8 | 11 | -17 | -2
O=C(Cn1nc(Cc2cccnc2)c2ccccc2c1=O)Nc1ccc2c(c1)OCO2 | 8 | 4 | -6 | 6 | -6 | -2 | 1 | -13 | -6 | -8 | -1
Oc1ccc(Br)cc1/C=N/n1c(-c2ccccc2)n[nH]c1=S | -16 | 2 | 4 | -7 | 3 | 3 | 21 | 9 | -9 | -4 | 3
CCOC(=O)[C@H](CCc1ccccc1)N[C@H]1CCc2ccccc2N(CC(=O)O)C1=O | 4 | -23 | -13 | -3 | -2 | -6 | -7 | 0 | -7 | 4 | -1
CCOC(=O)C1C(=O)NC(N2CCCCC2)=NC1c1ccco1 (stereo not drawn) | 11 | 0 | -8 | 9 | 2 | 1 | 7 | 24 | 13 | -16 | 6
CCN/N=C(\Cc1nc2ccccc2[nH]1)c1ccccc1 | -24 | -16 | -11 | -16 | -27 | -25 | -20 | -25 | 0 | -6 | -5
COc1ccc(N(C(=O)CNC(=O)c2ccco2)C(C(=O)NCC2CCCO2)c2ccccc2)cc1 (stereo not drawn) | -26 | -3 | 22 | -3 | 11 | 16 | 0 | 5 | 1 | 4 | 4
COc1ccc(OC)c2sc(N(CCCN(C)C)C(=O)CCS(=O)(=O)c3ccccc3)nc12 | -24 | 19 | 1 | 19 | 53* | 24 | 22 | 1 | 32 | 41* | 16
NC[C@@H]1O[C@H](C23CC4CC(CC(C4)C2)C3)Cc2c1ccc(O)c2O | -26 | -5 | -10 | -17 | 20 | -4 | 6 | 9 | 19 | -3 | -1
CCn1cnc2cc(NCc3nc4ccccc4n3C)ccc21 | -144 | -109 | -20 | -4 | 86* | 69* | -5 | -101 | 38 | 0 | 1
O=C(CCN1CCN(c2ccc(F)cc2)CC1)Nc1ccc(F)cc1 | -1 | -7 | 5 | -9 | 6 | -4 | -3 | 1 | -2 | -1 | -15
CCNC(=O)n1nccc1C(C)Oc1cccc(C(F)(F)F)c1 (stereo not drawn) | 6 | -1 | -2 | 6 | -3 | 4 | 1 | 4 | 3 | 1 | 6
N/C(=N/S(=O)(=O)c1ccccc1)c1cccc([N+](=O)[O-])c1 | -6 | 14 | -4 | 6 | 17 | 6 | 6 | 8 | 3 | -6 | -2
COc1ccc(NC(=O)C2(C)CCN2CC2CCCCC2)cc1OC (stereo not drawn) | 5 | 2 | -2 | . | -15 | 8 | -5 | 8 | 9 | 2 | .
CCC(=O)Nc1ccccc1N1CCN(c2ccc(F)cc2)CC1 | -25 | 10 | 5 | 7 | -9 | -18 | 28 | 12 | -9 | -11 | -2
CC(C)OCCc1cccc[n+]1[O-] | -19 | 1 | . | . | -8 | 4 | . | 7 | 4 | -3 | .
COc1ccc(CCN2CC(C(=O)NCCc3cccnc3)CCC2=O)cc1 (stereo not drawn) | 0 | 14 | 3 | -1 | -2 | 14 | 6 | -12 | 1 | -4 | -6
COc1cccc(C(NC(C)=O)c2nc(-c3ccc(C)c(C)c3)cs2)c1 (stereo not drawn) | 15 | -14 | 1 | . | -16 | 7 | 6 | 9 | -4 | -5 | .
Cc1ccc(C)c(N(CC(=O)Nc2ccccc2C(=O)NCc2ccco2)S(=O)(=O)c2ccccc2)c1 | 2 | 12 | 14 | -2 | 44 | 8 | 3 | 13 | 2 | -1 | 2
CN(C)n1cnc2ccsc2c1=O | 3 | 2 | 9 | 0 | 5 | 4 | -21 | -14 | 0 | 6 | -5
O=C(NCc1ccccc1Cl)C1CCCN1S(=O)(=O)c1ccccc1F (stereo not drawn) | 7 | -13 | -6 | -4 | 21 | -5 | -1 | 5 | 3 | -2 | 6
Cc1ccc(OC(C)C)c(CN(CCO)CCO)c1 | -19 | 25 | -4 | -4 | 8 | 6 | -10 | -3 | -3 | 0 | -7
CCN(CCO)C(=O)CC(c1ccccc1)c1cc(Br)ccc1O (stereo not drawn) | -20 | 23 | 5 | -3 | 12 | -4 | -4 | 10 | -12 | 1 | 2
Cc1ccc2c(c1)C=CC(C)N2C(=O)c1ccccc1 (stereo not drawn) | -12 | -21 | 6 | -7 | -3 | 13 | 13 | 13 | -16 | -9 | -6
Cc1ccc2c(Cl)c(C)c(N3CCCC3)nc2n1 | -1 | -3 | -10 | -2 | -17 | 14 | 16 | -11 | -8 | 1 | 2
COc1cc(C2NC(C(=O)O)Cc3c2[nH]c2ccccc32)cc(OC)c1OC (stereo not drawn) | 9 | -8 | 8 | -5 | -20 | 15 | -5 | -13 | 9 | -6 | -13
CN(C)c1cccc(CNC(=O)c2csc([C@@H]3O[C@H](CO)[C@@H](O)[C@H]3O)n2)c1 | -16 | 2 | -11 | . | 16 | 9 | -9 | 30 | -8 | -5 | .
COc1ccc(CCc2ccc3ccccc3n2)cc1 | -63 | -68 | -44 | -36 | -11 | -12 | -63 | -90 | 8 | -8 | -8
C=CCn1c(SCC(=O)NNC(=S)Nc2ccccc2)nnc1-c1ccccc1 | -2 | 8 | 7 | 1 | 0 | 4 | 0 | -5 | -6 | -5 | -7
Cc1ccc2nsnc2c1NC(=O)Cc1ccc(Cl)cc1 | 12 | 10 | -24 | 5 | 2 | -24 | -10 | -7 | 0 | -9 | 1
CCCC(C)NC(=O)c1sc2nc3n(c(=O)c2c1C)CCC3 (stereo not drawn) | -12 | -24 | 7 | -1 | 15 | -2 | 6 | -40 | -3 | 3 | -4
Cc1ccc(NS(=O)(=O)c2ccc(OCC(=O)NCc3ccco3)cc2)cc1 | -8 | -8 | -13 | 11 | 8 | 7 | -17 | 20 | 8 | 0 | -7

Only part of the results is shown (hit frequency here may not be typical).
